D1 potentiator = human D1 dopamine receptor positive modulation; potentiation, % at 10 µM; HEK293 TREx D1 cells, calcium flux, dopamine EC20 potentiation; actives 0.036% (n = 360,000); in the data active = potentiation above about 30%; note: 0% is about no effect
Target sequence (P21728 whole entry, looked up): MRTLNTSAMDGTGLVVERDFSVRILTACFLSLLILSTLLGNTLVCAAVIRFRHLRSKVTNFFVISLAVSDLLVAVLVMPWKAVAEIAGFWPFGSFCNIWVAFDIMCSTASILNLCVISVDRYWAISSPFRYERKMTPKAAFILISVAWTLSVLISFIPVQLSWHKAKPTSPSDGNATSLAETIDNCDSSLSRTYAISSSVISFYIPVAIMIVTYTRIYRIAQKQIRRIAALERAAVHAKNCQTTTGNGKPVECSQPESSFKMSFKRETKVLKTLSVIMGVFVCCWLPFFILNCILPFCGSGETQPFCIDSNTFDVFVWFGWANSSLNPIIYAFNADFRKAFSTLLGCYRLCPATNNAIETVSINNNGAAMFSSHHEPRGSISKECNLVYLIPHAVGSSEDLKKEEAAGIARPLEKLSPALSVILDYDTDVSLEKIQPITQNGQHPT
Glioma ERSR ind = ER stress response induction in glioma; Potency, µM, for the others: top-dose activation, actives largely listed as activators; U87-MG GRP78 promoter luciferase reporter, 16 h; actives 0.02% (n = 420,000); note: potency is the fitted concentration of half-maximal effect; series mostly up to about 76 µM; % of control where 0% means no effect; nearly all actives have a fitted effect of over 35% in size
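Stably transfected U87-MG human glioma cells carrying a GRP78-based luminescent sensor were seeded at 1000 cells/well, pin-dosed with compounds and incubated 16 h. Luciferase reagent was then added, and end-point luminescence was read after 10 min at room temperature.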
D2 PAM = positive allosteric modulators of human D2 dopamine receptor. P14416. HEK293 T-REx D2, calcium flux, EC20 dopamine potentiation. potentiation, % at 10 µM. actives 0.34% (n = 340,000). AID 485347;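 active = potentiation over 3 SD above the plate norm, cut at about 30% in these data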; note: 0% is about no effect
Target sequence (P14416 whole entry, looked up): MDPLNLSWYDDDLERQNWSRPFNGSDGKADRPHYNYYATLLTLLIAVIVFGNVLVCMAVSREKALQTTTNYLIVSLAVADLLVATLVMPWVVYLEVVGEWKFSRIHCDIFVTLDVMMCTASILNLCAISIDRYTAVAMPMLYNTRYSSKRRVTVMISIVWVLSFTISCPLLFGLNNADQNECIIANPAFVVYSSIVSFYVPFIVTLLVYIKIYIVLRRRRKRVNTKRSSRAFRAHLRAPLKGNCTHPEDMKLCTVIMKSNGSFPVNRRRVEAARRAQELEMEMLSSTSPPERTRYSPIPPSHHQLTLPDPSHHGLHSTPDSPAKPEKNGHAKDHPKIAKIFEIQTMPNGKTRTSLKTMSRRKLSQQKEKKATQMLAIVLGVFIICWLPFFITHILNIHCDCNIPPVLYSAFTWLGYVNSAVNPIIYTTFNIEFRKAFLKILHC
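Tetracycline-induced Hek293 Trex D2 cells, force-coupled to calcium, loaded with no-wash calcium dye. Compound added with 180 s kinetic read for agonism, then EC20 dopamine and a further 180 s read for potentiation.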
D1 antag = antagonists of human D1 dopamine receptor | HEK293 TREx D1 cells, calcium flux, dopamine EC80; stronger effect = lower value | actives 3.2% (n = 360,000) | P21728 | activity change, negative = inhibition, % at 10 µM; in the data active = activity change below about -30%; note: % is set by controls: 0 for no effect and ±100 for the full control effect
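Cells carrying a force-coupled, tetracycline-inducible human D1 receptor report calcium flux. Each well gets a 10 s baseline, compound with 180 s monitoring, then an EC80 dopamine stimulus with a second 180 s kinetic read.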
LDHA block = LDHA (human) enzyme inhibition; P00338; purified LDHA, NADH/diaphorase-resazurin fluorescence; stronger effect = lower value; activity change, % (values are at about 110 or 230 µM); actives 0.15% (n = 480,000); AID 1347041; in the data active = activity change below about -30%; inconclusive = mostly about -25% to -30%;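 note: plate controls were DMSO wells for no effect and wells without enzyme for full effect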
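Human LDH5 at 2 nM final in Tris HCl pH 7.4 with 0.06 mM NADH and 0.2 mM pyruvate, reacted 5 minutes at room temperature. Remaining NADH coupled via diaphorase/resazurin; resorufin fluorescence read at 0 and 20 minutes, normalized to enzyme-free and DMSO wells.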
RXFP1 ag = agonists of human relaxin receptor RXFP1. Q9HBX9. HEK293T-RXFP1 cAMP TR-FRET, 30 min; response scale: percent of porcine relaxin response, buffer zero. Potency, µM (highest dose often 57.5 µM), for the others: at the top dose activation, actives largely listed as activators. actives 0.3% (n = 370,000); note: potency is the fitted concentration of half-maximal effect; % is set by controls: 0 for no effect and ±100 for the full control effect; nearly all actives have a fitted effect of over 60% in size; many of its hits are not listed in these tables
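HEK293 cells stably expressing RXFP1, treated 30 min at 37C with compounds plus PDE4 inhibitor Ro 20174; cAMP measured by HTRF TR-FRET. Normalized to buffer and 29 nM porcine relaxin; EC50 by Hill fit.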
D1 ag = activates the human D1 dopamine receptor. HEK293 T-REx D1 cells, calcium flux, agonist mode. activation, % at 2 µM. actives 1% (n = 360,000). AID 504660; in the data active = activation above about 30%; note: 0% is about no effect
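Inducible HEK293 T-REx D1 cells, force-coupled to calcium signalling, were plated at 4000 cells/well with tetracycline and held overnight at 30 C. After no-wash calcium dye loading, compound-evoked calcium rise over 180 s flagged agonists.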
Vif-A3G inh = inhibitors of Vif-APOBEC3G interaction. actives 0.076% (n = 410,000). Q9HC16. Potency, µM (highest dose often 46.1 µM), for inactives: top-dose activity, negative = active, usual class: inhibitors. HeLa A3G-eYFP + Vif (tagged APOBEC3G with the HIV-1 protein that degrades it), YFP fluorescence, overnight;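 note: potency is the fitted concentration of half-maximal effect; % is set by controls: 0 for no effect and ±100 for the full control effect; nearly all actives have a fitted effect of over 60% in size; hits raise eYFP signal because A3G escapes Vif-driven loss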
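HeLa cells stably expressing Vif and C-terminally eYFP-tagged A3G, seeded overnight at 37 deg C, then exposed to compound by pintool overnight at 37 deg C. Rise in yellow fluorescence (Ex 488/Em 500-530, Acumen) marks blocked Vif-driven A3G degradation.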
Vif-APOBEC3F blk = inhibitors of Vif-A3F interaction; actives 0.2% (n = 390,000); HeLa A3F-eYFP + Vif (tagged APOBEC3F with the HIV-1 protein that degrades it), YFP fluorescence increase; Potency, µM (top dose mostly 46.1 µM), inactives show top-dose activity, negative = active; AID 602313; note: potency is the fitted concentration of half-maximal effect; % of control where 0% means no effect; nearly all actives have a fitted effect of over 65% in size
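HeLa cells stably expressing Vif plus C-terminally eYFP-tagged A3F were seeded, incubated overnight at 37 deg C, dosed with compound, incubated overnight again at 37 deg C. Yellow fluorescence (Ex 488/Em 500-530) reported blocked Vif-mediated A3F-eYFP degradation.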
Starred values were filed as active, the others as inactive; ? = inconclusive; nt = not tested or not shown. Unless noted, calls come from the whole dose curve; as a rule, active = well fitted curve in the direction sought with a large enough effect; inconclusive = small, poorly fitted or top-dose-only effect, or another doubt; inactive = no such curve, though single readings can be large; an effect the other way counts as inactive or inconclusive. Not all compounds are listed (hit frequency here may not be typical).

SMILES | D1 potentiator | Glioma ERSR ind | D2 PAM | D1 antag | LDHA block | RXFP1 ag | D1 ag | Vif-A3G inh | Vif-APOBEC3F blk
CN(CCc1ccccc1)C(=O)c1ccc(NC(=O)Cc2ccc(NC(=O)C3CCN(C(=O)C4CCCCC4)CC3)cc2)cc1 | nt | -3.5% | nt | nt | -3.5 | nt | nt | -5.7% | -5.1%
COc1ccc(-c2nnc(SCC(=O)NC(=O)Cc3ccccc3)n2C)cc1 | nt | -7.6% | -6.0 | -3.8 | -0.9 | 0.3% | -0.5 | 0.6% | -0.9%
CCN(c1ccccc1)S(=O)(=O)c1ccc(Cl)c(NC(=O)CSc2nc(N)cc(=O)[nH]2)c1 | nt | -4.1% | nt | nt | -5.6 | nt | nt | 0.0% | 0.7%
COC(=O)COc1cc(OCC(=O)OC)c2c(-c3ccccc3)cc(=O)oc2c1 | -0.6 | 4.9% | 11.1 | -22.0 | -3.0 | 2.2% | 3.0 | 7.0% | 5.5%
COc1ccc(C(=O)c2c(-c3cccc(C)c3)oc3ccc(N4CCOCC4)cc23)cn1 | 5.3 | -1.5% | -6.0 | 5.9 | 1.4 | 9.2% | 4.8 | 1.1% | -22.2%
Cn1c(-c2ccccc2)c(/C=N/NC(=O)c2cccnc2)c2ccccc21 | -2.2 | 10.7% | nt | -2.8 | -8.2 | 1.6% | 2.8 | -13.7% | 2.9%
CCOC(=O)N1CCN(CC(=O)NC(=O)Nc2ccc3c(c2)OCCO3)CC1 | 2.1 | 0.1% | 4.7 | 2.5 | 1.5 | -0.8% | 3.8 | 0.0% | 0.8%
O=C(O)c1ccccc1C(=O)N1CCN(C(=O)c2ccccc2Cl)CC1 | -5.2 | -1.5% | -3.9 | -15.9 | -3.4 | 0.0% | 0.6 | 10.6% | 2.2%
COc1ccc(CNC(=O)COC(=O)c2cc(C)oc2C)cc1 | nt | ? | nt | nt | -4.2 | nt | nt | -3.1% | -13.4%
Cc1ccc([C@@H]2CC=C(C(=O)O)CN2S(=O)(=O)c2ccccc2C)cc1 | -5.8 | -4.7% | nt | -8.0 | -3.2 | 0.4% | 1.0 | 1.3% | 4.8%
COC(=O)c1ccc(N2CCN(C)CC2)c(NC(=O)c2sc3ccccc3c2Cl)c1 | nt | -3.1% | nt | nt | -0.5 | nt | nt | -12.6% | 21.2%
COc1ccc(C(=O)N2CCN(S(=O)(=O)c3ccc(C)cc3C)CC2)cc1OC | -0.1 | -2.3% | 10.4 | -14.5 | 0.6 | -2.6% | 0.6 | 0.8% | 0.1%
Cc1ccc(S(=O)(=O)c2nc(C)oc2NCc2ccccc2)cc1 | 1.4 | nt | -0.4 | -13.5 | nt | -0.4% | -1.3 | nt | nt
C[C@H]1CN([C@@H](C)CO)C(=O)CCCn2nncc2CO[C@@H]1CN(C)Cc1cccc2c1OCCCO2 | nt | -1.3% | nt | nt | -8.5 | nt | nt | 1.0% | -9.7%
CCN(CC)C(=O)C(=O)Nc1ccc(OC)c(Cl)c1 | 0.9 | 3.0% | nt | 11.5 | -5.4 | -0.9% | -0.5 | -4.6% | -3.1%
COc1cccc(OCC(O)CNC(=O)c2oc3c(C)c(C)ccc3c2C)c1 (stereo not drawn) | 14.4 | 1.0% | nt | -20.1 | -6.3 | 5.1% | 1.7 | -2.2% | 0.1%
CCOc1ncccc1C(=O)N1CCN(c2cccc(C)c2C)CC1 | 2.6 | -4.8% | 14.3 | -11.0 | -8.9 | -1.2% | 4.3 | -39.1% | -23.8%
CCCn1nc2cc(C(=O)NCCc3cccs3)ccc2c1OCC | -12.1 | -3.9% | -10.4 | -82.9* | -0.1 | 2.0% | 1.4 | 0.9% | 0.5%
O=C(NCCc1c[nH]c2ccccc12)/C(=C\c1cccnc1)NC(=O)c1ccccc1F | -2.4 | -3.3% | nt | -5.1 | -7.4 | 2.1% | 1.8 | -9.1% | ?
C/C(=N\NC(=O)CC1N=C(Cc2ccccc2)NNC1=O)c1ccc(Cl)cc1Cl (stereo not drawn) | -5.0 | 3.6% | 4.2 | -16.4 | -4.3 | 2.1% | 1.1 | -5.2% | -8.7%
CCOC(=O)C1CCCN(S(=O)(=O)c2ccc3ccccc3c2)C1 (stereo not drawn) | 0.2 | -6.2% | -0.6 | -14.9 | -1.7 | -1.5% | 7.6 | -5.0% | -13.3%
CCc1cccc(C)c1NC(=O)NC1COc2ccccc2C1 (stereo not drawn) | 1.4 | -4.9% | -6.2 | -1.1 | 3.5 | 1.7% | 0.5 | 3.3% | -0.7%
Cc1ccnc(SCC(=O)c2ccc([N+](=O)[O-])cc2)n1 | 5.5 | -2.6% | -2.6 | 0.4 | -9.7 | 3.3% | 0.0 | 1.2% | -4.7%
Cc1ccc(S(=O)(=O)N2C[C@H]3[C@H]4C(=O)N(c5ccccc5)C(=O)[C@H]4C[C@H](OC(=O)Nc4cccs4)[C@@]3(O)C2)cc1 | nt | -0.6% | nt | nt | -9.5 | nt | nt | 3.9% | -8.4%
O=C(Nc1ccccc1C(=O)Nc1ccccc1)c1ccco1 | -4.8 | 3.5% | 1.5 | -9.2 | -5.7 | 2.0% | 3.7 | -6.5% | 10.9%
Cn1c(C(=O)OC(C(=O)NC2CCCCC2)c2cccnc2)cc2sccc21 (stereo not drawn) | -1.4 | -3.7% | 3.9 | -3.4 | 0.4 | 2.3% | 8.1 | -7.1% | -5.2%
Nc1nonc1C(=O)NCCN=Cc1ccccc1O | -2.8 | -2.2% | 7.6 | -3.9 | -1.6 | 4.5% | 0.1 | 1.1% | nt
CCOc1ccc(C(=O)NC(=S)Nc2cccnc2)cc1 | -5.1 | 0.6% | 6.0 | 3.7 | 0.9 | 3.9% | 1.1 | -4.9% | 0.0%
COCCN1C(=O)N(c2cccc(OC)c2)C(=O)C1CC(=O)Nc1ccccc1 (stereo not drawn) | -2.9 | -0.4% | -0.6 | -1.1 | 2.3 | -1.1% | -1.0 | -16.7% | 0.9%
O=C1CC(c2ccc(F)cc2)Sc2nc(-c3ccccc3)c(-c3ccccc3)n21 (stereo not drawn) | -1.9 | -4.3% | nt | -7.9 | 0.0 | 0.1% | 1.9 | 0.6% | -1.1%
Cc1ccccc1OCC(=O)N/N=C/c1ccc2c(c1)OCCO2 | -6.0 | 3.4% | -7.7 | -9.5 | -6.0 | 5.5% | 2.1 | ? | -10.9%
CCOC(=O)c1c(C)nn(-c2ccc(NC(=O)c3cccs3)cc2)c1C | -1.1 | -6.6% | 0.9 | -4.2 | 0.1 | 4.2% | 4.0 | -13.4% | -2.5%
Cc1ccc(C(=O)NCC(=O)OC(C)C(=O)Nc2ccc(N3CCOCC3)cc2)s1 (stereo not drawn) | -1.4 | -0.3% | 3.6 | -15.0 | 2.7 | 3.8% | 1.8 | 1.2% | -1.5%
CCCn1c(N)c(C(=O)COC(=O)/C=C/c2ccc(OC(F)F)c(OC)c2)c(=O)[nH]c1=O | nt | -3.7% | nt | nt | -6.5 | nt | nt | 4.4% | 6.9%
COC(=O)C1=C(C)NC(=O)/C1=C\c1ccc2c(c1)OCO2 | -3.7 | 4.1% | -9.4 | -16.6 | -2.7 | 0.5% | 0.4 | -6.7% | -2.7%
COc1ccc(NC(=O)CCCCCN2C(=O)CCC2=O)cc1Cl | -18.0 | -2.0% | -2.1 | 21.3 | -9.0 | 1.0% | 1.4 | -6.6% | -2.9%
CCOCCCN(C(=O)CNC(=O)c1ccco1)C(C(=O)NC1CCCC1)c1ccccc1C (stereo not drawn) | -5.2 | -4.5% | -3.6 | 1.6 | -7.6 | -1.1% | 2.8 | -0.2% | 1.2%
Cc1cc(Br)ccc1OCC(=O)NNC(=O)CCc1ccccc1 | 0.1 | -4.3% | 0.7 | 1.5 | -2.8 | 0.3% | -0.6 | 0.6% | 11.3%
Cc1ccc(S(=O)(=O)NC2CC(C)(C)N(O)C(C)(C)C2)cc1 | -0.5 | -3.8% | -9.7 | -5.7 | -0.3 | -0.2% | 2.3 | -0.6% | 8.0%
CC(C)C(NC(=O)CNC(=O)OC(C)(C)C)C(=O)NCc1ccccc1 (stereo not drawn) | 0.1 | 0.6% | -0.4 | -6.2 | -1.4 | 1.4% | 0.7 | 2.8% | 0.2%
CCn1cc(C(=O)N2CCCC2)c(=O)c2cc(S(=O)(=O)N3CCOCC3)ccc21 | -2.5 | -5.0% | 22.0 | 16.6 | -6.3 | 2.5% | -0.6 | -1.0% | 1.6%
COCC(=O)N(c1ccc(C(C)C)cc1)C1C=CS(=O)(=O)C1 (stereo not drawn) | -1.4 | -3.5% | nt | -5.1 | 2.7 | 1.0% | 0.3 | -2.9% | 1.2%
COC(=O)c1ccc(NS(=O)(=O)c2cc3c4c(c2)CCN4C(=O)CC3)cc1 | -5.4 | -2.3% | -5.2 | -5.0 | -2.4 | 1.0% | 2.3 | 2.0% | 3.2%
COc1ccc2c(=O)c3c(=O)n(Cc4ccco4)c(C(C)C)nc3oc2c1 | -2.9 | -2.6% | -2.1 | -2.4 | 0.6 | -1.4% | 2.4 | 7.2% | -5.1%
O=C(COC(=O)/C=C/c1cccc(F)c1)NC1CCCC1 | -0.6 | -4.4% | -1.4 | 2.0 | -3.4 | 0.3% | -0.2 | 0.1% | -1.6%
C=C(C)Cn1c(SCC(=O)c2ccc(OC)cc2)nc2sc3c(c2c1=O)CCCC3 | 0.1 | -2.0% | -5.2 | -0.6 | -8.4 | -0.2% | 3.5 | -2.2% | 0.3%
COc1ccc(NC(=O)c2cc3ccccc3o2)cc1 | -4.9 | -0.2% | -4.2 | -1.3 | -3.1 | 0.8% | 0.4 | -0.5% | -0.2%
